# Screening results from PubChem BioAssay.
# Fam108B counter = blocks mouse Fam108B hydrolase in RBBP9 counter-screen | recombinant Fam108B, FP-Rh probe fluorescence polarization | inhibition, % at 9.51 µM | 300,000 tested, 0.33% active | AID 1947;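 active means inhibition above the screen mean inhibition plus 3 SD, computed separately per campaign, cut at about 18% in these data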;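 further: inhibitors lower polarization as less probe binds the enzyme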
# GSTO1 counter = blocks human GSTO1 in RBBP9 counter-screen. P78417. recombinant GSTO1, activity-based probe fluorescence polarization. inhibition, % at 5.96 µM. 300,000 tested, 1.1% active;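 active means inhibition above the campaign mean inhibition plus 3 SD, cut at about 35% in these data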;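 further: 0% = GSTO1-1 with DMSO and 100% = wells lacking GSTO1-1 enzyme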
# MEX-5 binding = C. elegans MEX-5 TCR-2 RNA binding activity; MEX-5/FITC-TCR2 RNA binding, fluorescence polarization; hits give low values; activity score (negative = inhibition of binding), % at 10 µM; 300,000 tested, 0.38% active; AID 1832;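 active means inhibition past about -25% in most replicates, and total fluorescence under double the plate's negative control median, limit read from the data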;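 further: 0% = DMSO and -100% = 5 µM competing unlabeled TCR2 RNA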
# Target sequence (Q9XUB2 whole entry, looked up): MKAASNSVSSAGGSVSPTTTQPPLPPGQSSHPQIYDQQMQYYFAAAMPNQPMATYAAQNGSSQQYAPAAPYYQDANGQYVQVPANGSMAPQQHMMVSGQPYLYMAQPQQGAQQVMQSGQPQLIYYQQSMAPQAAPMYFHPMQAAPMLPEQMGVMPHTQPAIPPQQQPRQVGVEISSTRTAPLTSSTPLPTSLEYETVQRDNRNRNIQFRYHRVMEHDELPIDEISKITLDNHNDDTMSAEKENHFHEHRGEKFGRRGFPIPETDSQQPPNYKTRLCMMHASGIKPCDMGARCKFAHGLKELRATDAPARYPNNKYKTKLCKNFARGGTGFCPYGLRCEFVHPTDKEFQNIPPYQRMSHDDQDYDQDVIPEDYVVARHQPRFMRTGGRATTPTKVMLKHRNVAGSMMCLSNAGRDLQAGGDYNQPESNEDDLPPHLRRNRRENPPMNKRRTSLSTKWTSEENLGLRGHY
# GLD-1 RNA inh = GLD-1-TGE RNA interaction inhibition (C. elegans). 320,000 tested, 0.44% active. inhibition, % at 5.96 µM. purified GLD-1 + fluorescein TGE RNA, fluorescence polarization. Q17339. AID 2280;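 active means percent inhibition above a per-plate cutoff, the plate mean of test compounds plus 3 SD, cut at about 30% in these data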;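 further: 0% = DMSO wells with GLD-1 and probe and 100% = wells lacking GLD-1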
# TPT1 inh = C. albicans TPT1 enzyme inhibition; recombinant caTPT1, FP RNA substrate dephosphorylation; inhibition, % at 5 µM; 300,000 tested, 0.81% active; AID 1962;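 active means inhibition above the mean of all tested compounds plus 3 SD, set per screening campaign, cut at about 24% in these data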;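 further: plate controls were DMSO alone for no effect and ferristatin control at 100 nM for full effect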
# Bcl-xL primary = Bcl-xL (human) inhibition; Q07817; GST-Bcl-xL / FITC-Bim BH3 peptide fluorescence polarization; inhibition, % at 10.9 µM; 320,000 tested, 0.7% active; AID 2129;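 active means inhibition above the mean of all tested compounds plus 3 SD, cutoff set per campaign, cut at about 30% in these data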;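 further: 0% = DMSO wells and 100% = unlabeled Bim-BH3 peptide competitor; inhibitors lower millipolarization by displacing the labeled peptide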
# PME-1 inh = PME-1 (human) inhibition; Q9Y570; recombinant PME-1, FP-Rh probe fluorescence polarization; inhibition, % at 5.9 µM; 320,000 tested, 0.53% active;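 active means inhibition above the campaign mean of all compounds plus 3 SD, cut at about 26% in these data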;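 further: competitive labeling of PME-1 active site by serine hydrolase directed probe; 0% = PME-1 with DMSO and 100% = wells lacking PME-1 enzyme; inhibitors block probe labeling so polarization falls and inhibition rises; many of its hits are not listed in these tables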
# Target sequence (Q9Y570 whole entry, looked up): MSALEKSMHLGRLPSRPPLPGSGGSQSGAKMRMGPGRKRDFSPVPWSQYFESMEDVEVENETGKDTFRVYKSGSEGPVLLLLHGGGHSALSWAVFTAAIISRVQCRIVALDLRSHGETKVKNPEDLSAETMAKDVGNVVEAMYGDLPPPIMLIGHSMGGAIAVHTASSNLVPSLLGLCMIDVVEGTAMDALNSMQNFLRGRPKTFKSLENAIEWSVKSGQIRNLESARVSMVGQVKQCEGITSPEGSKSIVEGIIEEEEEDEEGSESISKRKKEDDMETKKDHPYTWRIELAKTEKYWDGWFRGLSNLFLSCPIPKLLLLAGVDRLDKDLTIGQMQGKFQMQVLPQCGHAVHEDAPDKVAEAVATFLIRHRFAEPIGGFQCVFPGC
# MCL1 BIM primary = inhibitors of human MCL1 binding to BIM-BH3 peptide; 320,000 tested, 0.68% active; GST-MCL1 / FITC-Bim-BH3 fluorescence polarization; inhibition, % at 10.9 µM;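 active means inhibition above the mean inhibition of all tested compounds plus 3 SD, set per campaign, cut at about 40% in these data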;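 further: 0% = DMSO wells and 100% = unlabeled Bim-BH3 peptide control; higher means more loss of mP so more displacement of Bim peptide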
# PAD4 FP inh = inhibitors of human PAD4 | Q9UM07 | recombinant PAD4, RCA probe fluorescence polarization | inhibition, % at 6.36 µM | 330,000 tested, 0.41% active | AID 485272;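 active means percent inhibition above a cutoff equal to the mean of all tested compounds plus 3 SD, cut at about 15% in these data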;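 further: 0% = PAD4 with RCA probe and DMSO and 100% = probe without PAD4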
# Numbers without * were called inactive; . = no result given. This is a subset; count on the stated rates, not on these rows.
SMILES	Fam108B counter	GSTO1 counter	MEX-5 binding	GLD-1 RNA inh	TPT1 inh	Bcl-xL primary	PME-1 inh	MCL1 BIM primary	PAD4 FP inh
Cc1ccc(-c2nnc(SCC(=O)N3CCCC3)o2)cc1	2.8	11.1	0.8	4.7	-2.8	8.8	-1.2	3.1	-1.3
CCOC(=O)c1ccc(N2C(=O)CC(N3CCN(C(=O)c4ccco4)CC3)C2=O)cc1 (stereo not drawn)	1.3	-1.7	0.6	1.2	2.4	2.4	-1.6	4.7	-0.1
COc1ccccc1CNC(=O)CCC(=O)Nc1nnc(C)s1	-3.6	-4.8	-0.1	-2.8	0.1	2.9	-4.9	-12.7	0.4
C[N+]1(CC#CC(O)(c2ccccc2)c2ccccc2)CCCC1	0.2	7.2	1.0	7.2	-1.1	-14.2	-2.4	-21.9	8.1
O=C(Nc1cc(S(=O)(=O)N2CCOCC2)ccc1N1CCOCC1)c1cc(=O)[nH]c2ccccc12	-1.0	1.9	-2.2	2.7	0.7	3.0	-0.1	6.6	-5.0
CCCNC1=C(C)C(=O)CC1	-2.3	5.4	2.1	3.9	-2.0	3.7	-1.4	2.8	-0.9
O=C(/C=C/c1ccc(F)cc1)NCCCN1CCN(CCCNC(=O)/C=C/c2ccc(F)cc2)CC1	-1.3	-8.0	2.2	12.1	0.5	3.6	-0.4	0.1	4.0
Cc1ccc(-n2c(C)cc(C(=S)N3CCOCC3)c2C)cc1C	7.3	-4.1	-1.2	4.6	1.9	1.9	7.5	9.2	0.2
COc1cc(-c2cc(C(=O)NCCc3ccc(S(N)(=O)=O)cc3)c3ccccc3n2)cc(OC)c1OC	1.2	-1.8	2.0	3.1	3.2	1.3	-2.6	-2.6	-1.7
CCOc1ccc(N(CC(=O)Nc2ccccc2C(=O)NCc2ccco2)S(C)(=O)=O)cc1	-3.0	3.7	-1.0	10.1	-2.6	3.7	0.6	8.0	0.3
CCN(CC)C1=CC(=[N+]2CCCC2)CC(C)(C)C1	-2.5	1.6	0.4	-1.3	-0.5	-7.9	3.4	-25.1	-1.5
CC(C)c1nnc(NC(=O)CCC(=O)N2CCN(c3ccc(Cl)cc3)CC2)s1	-0.7	1.8	-0.2	1.3	0.6	-3.9	2.0	-8.0	1.0
O=S(=O)(Nc1ccccc1F)c1ccc2nsnc2c1	-5.6	-2.5	-0.4	-0.9	-3.2	6.8	-1.4	-4.4	4.6
S=c1[nH]nc2nnc3ccccc3n12	-1.7	7.5	-7.6	3.5	-6.1	-6.4	2.8	-0.7	-3.6
Cc1occc1C(=O)Nc1ccccc1C(=O)O	1.2	7.8	-1.2	0.8	-4.5	10.9	-0.3	9.1	-0.5
CSCCC(NC(=O)COc1ccccc1)C(=O)OCCOc1ccc(C)cc1 (stereo not drawn)	.	.	.	3.1	.	-5.2	0.0	-14.7	-6.7
CCC(CC)C(=O)Nc1cccc(C(=O)N2CCCC2)c1	-1.8	-1.3	-0.7	-2.7	2.2	2.2	4.0	0.0	-0.1
Cc1ccc2nsnc2c1S(=O)(=O)N(CCO)Cc1cc2cc3c(cc2[nH]c1=O)OCCO3	-2.5	-8.0	-1.2	3.6	-0.8	1.1	-1.8	-0.6	1.2
Cc1c(C(=O)O)oc2c1C(=O)CC(C)(C)C2	0.8	8.6	-2.6	3.5	-0.5	-1.7	-3.5	1.2	1.7
COc1cc(OC)c(OC)cc1CN(C)CC1CCCN(CCc2ccccc2F)C1 (stereo not drawn)	-1.8	1.8	3.8	5.8	0.8	4.2	-1.1	10.5	-2.1
CCOC(=O)Nc1ccc(C(=O)/C=C/c2ccccc2)cc1	-2.7	-26.6	-3.4	10.0	0.9	4.9	12.9	6.0	-3.0
COc1ccc(-c2csc(NC3OC(=O)c4c3ccc(OC)c4OC)n2)cc1OC (stereo not drawn)	-1.7	8.7	0.0	-5.3	1.9	7.7	-2.9	9.2	0.9
COc1ccc(C2=NN(C(C#N)c3ccc(OC)cc3)C(c3ccccc3)C2)cc1 (stereo not drawn)	-2.3	4.6	1.2	-6.9	3.9	2.0	-2.8	-3.7	9.2
CC1(C)CNC(=O)c2sc(NC(=O)c3ccccc3)nc2C1	0.0	1.9	0.8	-1.6	1.4	3.0	8.0	3.4	2.7
CCN(CC)c1ccc(C=Nc2ccccc2)c(O)c1	3.5	20.7	-0.7	5.7	14.0	15.0	-0.9	26.1	-3.2
O=C1C(=Cc2ccc(Br)o2)C(=O)c2ccccc21	55.2*	32.6	.	6.0	26.4*	47.5*	-6.8	92.0*	0.7
COc1cc(S(=O)(=O)n2cnc3ccccc32)ccc1Br	3.0	-1.3	0.9	-7.9	1.7	3.2	-5.8	-5.1	-1.9
Cc1ccnc(S(=O)(=O)Cc2ccc([N+](=O)[O-])cc2)n1	6.2	-0.7	-2.6	-6.0	-1.1	2.1	-0.6	-1.0	-0.6
Cn1cc(C(=O)N2CCc3ccccc3C2)c(=O)c2cc(S(=O)(=O)N3CCOCC3)ccc21	2.3	-12.4	1.9	-6.7	-5.1	-1.2	5.6	-5.0	-4.6
Cn1c(-c2cc(Br)ccc2O)n[nH]c1=S	2.5	19.0	-4.0	-7.8	-2.2	-15.9	-1.5	-5.6	0.0
C/C(=N\N=C(N)N)c1cccc([N+](=O)[O-])c1	6.4	4.4	-2.7	-6.9	-0.2	1.9	-12.1	8.2	5.3
CC(=O)N(c1nc(CCl)cs1)c1cccc(C)c1C	-0.5	1.0	2.4	1.6	-0.1	14.2	-3.6	4.6	-4.4
CN(Cc1ccccc1)S(=O)(=O)c1ccc(Cl)c(C(=O)O)c1	5.0	10.5	2.9	4.1	2.3	3.5	2.0	2.5	4.4
C/C(=N\NC(=O)CC1N=C(Cc2ccccc2)NNC1=O)c1ccncc1 (stereo not drawn)	0.9	0.1	2.0	0.7	1.1	2.4	0.4	3.7	0.2
CCOc1ccc(/C(O)=C2/C(=O)C(=O)N(CC3CCCO3)C2c2ccc(C)o2)cc1 (stereo not drawn)	-3.3	-1.8	3.3	0.0	-4.0	9.4	-1.9	6.5	-2.3
COc1cc(C(=O)N(Cc2ccc(N(C)C)cc2)C2CCS(=O)(=O)C2)cc(OC)c1OC (stereo not drawn)	0.9	-9.0	3.3	7.6	-3.9	0.5	-2.5	-1.9	-3.0
CCCCOc1ccc(C(=O)N=c2sccn2C)cc1OC	1.7	0.3	1.0	0.5	-1.9	0.7	-9.9	-5.9	0.3
O=C(O)c1ccc(S(=O)(=O)N2CCc3ccccc3C2)cc1	1.1	-1.8	0.8	1.2	0.0	4.0	-6.4	3.3	-1.8
CCCc1nn(-c2cc(Cl)ccc2OC)c2c1C(=O)CC(C)(C)C2	-0.6	1.9	0.3	1.7	-2.8	7.8	-2.4	9.9	5.4
COc1ccc(CCNC(=O)C2CC2)cc1	1.2	-1.5	1.0	4.6	3.1	5.0	-1.1	-1.3	-1.2
COc1ccc(CNC(=O)C2(CC3CC(c4ccccc4)=NO3)CCN(C(=O)OC(C)(C)C)CC2)cc1 (stereo not drawn)	-0.4	0.5	-7.5	-1.3	-6.0	-1.8	-1.7	3.1	0.3
O=C(c1ccccc1Oc1ccccc1)N1CCN(c2ccccc2F)CC1	-1.7	1.2	2.6	1.5	-0.2	8.8	3.8	0.0	-6.0
Cc1occc1C(=O)Nc1ccc(Br)cc1F	1.2	-0.3	0.2	0.9	-2.4	1.6	-0.2	-3.5	-1.4
CCCCn1c(=O)n(CC(=O)NCc2ccc(C)cc2)c(=O)c2c1nc(CO)n2CCC	-0.6	-0.5	-4.8	-6.0	-2.7	-2.9	6.0	-3.1	-1.7
COC(C/C=C/C(=O)[C@@H](C)OCc1ccccc1)OC	0.2	-0.2	0.9	-1.3	0.3	5.9	-4.3	2.1	-5.3
COc1ccccc1CNCC(=O)Nc1ccc(N(C)C)cc1	-6.3	-3.1	-4.7	50.3*	-49.6	70.6*	-0.9	86.2*	-1.5
CCC(NC(=O)C1CCC1)c1ccccc1 (stereo not drawn)	-2.3	1.4	0.9	-7.7	-2.0	-2.2	1.7	3.0	-5.1
CCOc1ccccc1C(=O)NCC(=O)NCCCSc1ccccc1	-4.7	2.3	2.1	4.2	-0.2	3.0	0.5	8.1	-3.1
COc1cc(OC)c(C(=O)NC2CCCc3ccccc32)cc1OC (stereo not drawn)	0.5	4.3	3.5	1.7	1.8	-7.9	3.6	-2.1	3.3
CCC(=O)NNC(=O)CSc1nnc(-c2ccccc2)c(-c2ccccc2)n1	4.8	1.5	-4.4	7.2	-3.3	11.6	17.7	14.0	-3.5
CC(=O)/C(CN1CCCCC1)=N\O	-0.5	-2.0	-0.2	-0.3	1.2	0.4	1.1	-5.8	-6.5
COc1ccc(Nc2nccc(-c3ccc(C#N)cc3)n2)cc1	5.0	8.5	-2.5	5.0	-2.4	3.1	-7.0	5.0	2.4
O=C(NC1CCCCC1)c1ccc(CS(=O)(=O)Cc2ccccc2F)o1	0.3	6.1	1.2	-2.3	-2.9	6.3	7.0	-0.7	-1.9
Cc1ccc(NS(=O)(=O)c2ccc(CCC(=O)NC3CC3)cc2)cc1	0.5	10.3	-3.5	5.1	2.5	3.8	-4.8	5.0	-3.0
CCCN(CCC)S(=O)(=O)c1ccc(NC(=O)C2CCCO2)cc1 (stereo not drawn)	5.0	-2.0	-0.5	1.3	6.1	2.2	1.6	-1.3	-5.0
CC(C)n1nc(C(=O)NCc2ccc3c(c2)OCO3)c2ccccc2c1=O	-1.9	7.7	-2.9	-0.9	-3.5	-0.3	3.7	7.8	0.4
CCCN1CCN(C(=O)CCCn2c(C)c3cnn(-c4ccccc4)c(=O)c3c2C)CC1	5.3	0.9	-3.1	2.0	-0.2	4.8	10.0	5.8	-3.4
CC(C)(C)OC(=O)NCCCCCNC(=O)c1[nH]cnc1C(=O)N[C@@H](Cc1ccccc1)C(=O)OCc1ccccc1	-14.4	1.8	-5.0	-3.6	-3.5	-5.9	-1.4	-3.8	-4.4
CCOC(=O)Cc1csc(NC(=O)/C=C/c2cccc(Br)c2)n1	-0.5	-21.2	1.4	-3.9	5.5	2.4	-2.6	5.8	0.9
CC(Sc1nc(-c2ccccc2)cc(=O)[nH]1)C(=O)O (stereo not drawn)	4.2	-0.9	0.9	-0.2	1.6	-0.7	2.2	-4.4	-2.0

# Following part
SMILES	Fam108B counter	GSTO1 counter	MEX-5 binding	GLD-1 RNA inh	TPT1 inh	Bcl-xL primary	PME-1 inh	MCL1 BIM primary	PAD4 FP inh
O=C(Nc1ccc(Cl)cc1)C1CCCN(c2ncnc3c2nc2n3CCCCC2)C1 (stereo not drawn)	-6.5	-4.1	1.8	-1.2	-0.1	0.6	9.3	-2.7	-2.9
COC(=O)c1ccc(NC(=O)Nc2ccc3c(c2)nc(C)n3C)cc1	0.3	8.9	-1.5	-2.3	-3.3	0.4	7.3	-2.2	-4.7
CCn1nc(NC(=O)CC(C)C)c2cc3ccc(C)cc3nc21	2.3	-3.5	-0.6	1.5	3.6	-4.6	-2.6	-19.1	-1.9
O=C(Cc1cccs1)Nc1ccc(F)c(F)c1	0.2	1.0	1.0	3.9	-0.1	1.0	-0.7	-4.2	-1.4
